hIAP act: human IAP activators, primary screen, biochemical, luminescence, uHTS | Intestinal-type alkaline phosphatase (Homo sapiens), P09923 | purified human IAP, CDP-Star luminescence, 30 min; stronger effect = higher value; 1 = vehicle-only enzyme, 0 = enzyme-free background | activation factor at 10 µM | 330,000 compounds, 0.16% hits | AID 2524, 2010;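 active means activation factor of the enzyme at least 2-fold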; further: the source names both 10 and 20 µM as test concentration; values of inactives mirror those of a sister screen read the other way
Target sequence (P09923 whole entry, looked up): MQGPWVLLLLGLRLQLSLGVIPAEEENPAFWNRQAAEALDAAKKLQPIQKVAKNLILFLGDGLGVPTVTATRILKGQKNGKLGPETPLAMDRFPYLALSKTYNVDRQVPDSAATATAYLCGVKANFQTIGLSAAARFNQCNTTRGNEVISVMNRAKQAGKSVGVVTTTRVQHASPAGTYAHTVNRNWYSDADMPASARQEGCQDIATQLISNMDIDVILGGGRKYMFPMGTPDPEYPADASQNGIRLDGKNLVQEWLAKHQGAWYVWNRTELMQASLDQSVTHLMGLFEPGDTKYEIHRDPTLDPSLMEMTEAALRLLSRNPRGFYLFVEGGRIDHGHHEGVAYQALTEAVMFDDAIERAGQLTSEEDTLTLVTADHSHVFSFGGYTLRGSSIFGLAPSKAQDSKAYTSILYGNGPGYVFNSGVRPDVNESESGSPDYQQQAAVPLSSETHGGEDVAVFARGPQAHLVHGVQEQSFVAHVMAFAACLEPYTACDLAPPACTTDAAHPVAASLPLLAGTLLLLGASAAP
NALP3 yeast inh: NALP3 inflammasome inhibitors in reconstituted yeast, primary screen, luminescence, uHTS; Yeast reconstituted NLRP3/ASC/caspase-1, beta-gal luminescence, 24 h; inhibition, % at 10 µM; 330,000 compounds, 0.39% hits; AID 2825, 2010;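 active means inhibition of 50% or more; inactive means inhibition below 50%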;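 further: plate controls were induced DMSO wells for no effect and uninduced yeast grown without galactose for full effect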
mIAP activ: activators of mouse IAP, primary screen, biochemical, luminescence, uHTS; muIAP, CDP-Star luminescence, 30 min; stronger effect = higher value; 1 = vehicle-only enzyme signal, 0 = enzyme-free wells; activation factor at 10 µM; AID 2805, 2010; 330,000 compounds, 0.24% hits;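 active means activation factor of at least 2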; further: the source names both 10 and 20 µM as test concentration; values of inactives mirror those of a sister screen read the other way
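Assay system: mouse IAP enzyme; reagent: chemiluminescent substrate CDP-Star; dosing: test compounds delivered from DMSO solution; schedule: 30 min at room temperature; measured by: luminescence from enzymatic CDP-Star hydrolysis; controls: DMSO-only wells and no-enzyme negative control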
MIN6 prolif: inducers of MIN6 beta-cell proliferation, primary screen, ATP luminescence, uHTS | MIN6 cells proliferation, ATPlite luminescence, 48 h; cells starved in 0.2% serum; 100% = growth in 10% serum | proliferation, % at 10 µM | 330,000 compounds, 0.29% hits;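 active means compounds whose signal lies at least 3.5 SD above the mean of all wells on their plate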;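 further: 0% = DMSO-treated cells in low-serum medium and 100% = 10% serum control; some compounds called inactive have numbers as strong as hits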
APOBEC3G inh: APOBEC3G DNA deaminase inhibitors, primary screen, biochemical, fluorescence, single-stranded DNA substrate, uHTS; DNA dC->dU-editing enzyme APOBEC-3G (Homo sapiens), Q9HC16; recombinant A3G, ssDNA deamination FAM/TAMRA fluorescence; inhibition, % at 20 µM; 330,000 compounds, 0.28% hits; AID 493012, 2011;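 active means inhibition of at least 40% at 20 µM, with no more than 30% in the related APOBEC3A deaminase screen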;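 further: plate controls were DMSO wells with A3G for no effect and wells lacking A3G enzyme for full effect; some compounds called inactive have numbers as strong as hits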
Target sequence (Q9HC16 whole entry, looked up): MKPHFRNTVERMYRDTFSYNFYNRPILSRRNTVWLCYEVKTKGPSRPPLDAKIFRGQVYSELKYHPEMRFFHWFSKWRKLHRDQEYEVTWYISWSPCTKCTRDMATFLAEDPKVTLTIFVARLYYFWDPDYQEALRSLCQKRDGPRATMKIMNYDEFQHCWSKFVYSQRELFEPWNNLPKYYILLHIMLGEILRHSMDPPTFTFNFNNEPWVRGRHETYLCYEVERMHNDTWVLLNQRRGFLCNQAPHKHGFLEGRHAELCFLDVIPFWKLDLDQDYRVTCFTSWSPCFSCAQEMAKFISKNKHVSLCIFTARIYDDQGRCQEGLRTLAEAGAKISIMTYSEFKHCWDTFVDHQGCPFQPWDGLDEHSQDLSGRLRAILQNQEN
mIAP inh: inhibitors of mouse IAP, primary screen, biochemical, luminescence, uHTS; 330,000 compounds, 0.2% hits; inhibition, % at 10 µM; purified mouse IAP, CDP-Star luminescence, 30 min; intestinal alkaline phosphatase [Mus musculus]; AID 2806, 2010;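 active means inhibition of at least 40% at 10 µM in the primary screen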;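 further: plate controls were DMSO with enzyme for no effect and no enzyme wells for full effect; values of inactives mirror those of a sister screen read the other way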
SENP1 FRET inh: human SENP1 catalytic domain inhibitors, primary screen, biochemical, FRET, uHTS | Sentrin-specific protease 1 (Homo sapiens), Q9P0U3 | recombinant SENP1 catalytic domain, CyPet-SUMO1-YPet FRET cleavage | AID 624204, 2012 | 360,000 compounds, 0.21% hits | inhibition, % at 10 µM;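 active means inhibition at least 30% at 10 µM, raw YFP signal under a set limit, fluorescence ratio 0.5 to 1.5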;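 further: 0% = enzyme with DMSO and 100% = no enzyme wells; some results filed as inactive read as strong as hits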
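Compound: 10 µM single point, 0.5% DMSO; Test system: hSENP1 catalytic domain, recombinant; Timing: 50 min reaction at room temperature; Technique: FRET, CFP and YFP emission; Control set: no-enzyme wells low, DMSO-plus-enzyme wells high control.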
hIAP block: human IAP inhibitors, primary screen, biochemical, luminescence, uHTS. Intestinal-type alkaline phosphatase (Homo sapiens), P09923. purified IAP, CDP-Star luminescence, 30 min. inhibition, % at 10 µM. 330,000 compounds, 0.12% hits;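 active means inhibition reaching a set limit with compound at 10 µM in the primary screen, cut at about 35% in these data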;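 further: plate controls were DMSO wells with enzyme for no effect and no-enzyme buffer wells for full effect; values of inactives mirror those of a sister screen read the other way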
A3A deaminase: APOBEC3A ssDNA deaminase inhibitors, primary screen, selectivity assay for APOBEC3G inhibitor project, biochemical, FAM/TAMRA oligo cleavage fluorescence. inhibition, % at 20 µM. AID 493011, 2011. 330,000 compounds, 0.41% hits. recombinant A3A, FAM/TAMRA ssDNA deamination fluorescence;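 active means at least 40% inhibition at 20 µM here, with at most 30% in a related deaminase screen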;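 further: plate controls were A3A with DMSO for no effect and wells lacking A3A enzyme for full effect; some results filed as inactive read as strong as hits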
An asterisk follows results filed as active; nt = not tested or not shown.

SMILES	hIAP act	NALP3 yeast inh	mIAP activ	MIN6 prolif	APOBEC3G inh	mIAP inh	SENP1 FRET inh	hIAP block	A3A deaminase
O=S(=O)(NCc1ccco1)c1ccc(Cl)nc1	1	-17	1.1	-2	-8	-10	3	0	-3
N#CCCn1cc(/C=N/N=C2\NC(=O)C(CC(=O)O)S2)c(-c2ccc(F)cc2)n1 (configuration not stated)	1.1	-12	1.1	-1	-8	-9	2	-15	-6
Cc1cc2cc(CCNC(=O)c3cccc([N+](=O)[O-])c3)c(=O)[nH]c2cc1C	0.94	13	1	-1	-5	0	1	6	1
O=C(Nc1cc(S(=O)(=O)N2CCOCC2)ccc1Cl)c1cc2ccccc2o1	0.78	-7	0.91	-2	-9	9	2	22	-6
CCc1ccc(N2C(=O)C(Cl)=C(Nc3ccc(C(=O)N4CCCC4)cc3)C2=O)cc1	0.97	25	1	-8	-2	0	22	3	-1
O=C(O)c1ccc(CSc2ncnc3c2cnn3Cc2ccccc2)cc1	0.95	19	1.1	-1	-6	-6	-2	4	-2
CN(C)C=NC(=O)c1cc(C(=O)c2ccc(Cl)cc2Cl)c[nH]1	0.97	15	0.96	4	3	4	1	3	3
COc1ccc(-c2ccc3c(c2)S(=O)(=O)c2cccc(C(=O)N4CCN(C5CCCCC5)CC4)c2C3=O)cc1OC	0.96	16	0.77	-5	-7	23	-29	4	-4
COc1ccccc1NC(=O)N(CCN1CCOCC1)Cc1cc2cc(C)cc(C)c2[nH]c1=O	1	-4	1	4	-3	0	2	-4	-1
O=C(c1cnn(-c2ccccc2)c1)c1cc(F)ccc1O	0.96	8	0.98	-2	-5	2	-3	4	1
O=C(CNS(=O)(=O)c1ccc(F)cc1)N1CCCC1	1.1	6	1.1	-2	-5	-6	2	-6	-1
NC(=O)COc1c(-c2ccco2)oc2ccccc2c1=O	1	11	1	-1	-4	0	-5	-3	0
CCOc1ccc(-c2n[nH]c(C)c2-c2ccccn2)c(O)c1	1.5	-3	1.1	-2	-4	-14	2	-53	-4
COc1cc(C(=O)Oc2ccccc2)ccc1OCc1c(C)noc1C	1	3	0.9	-2	2	10	1	-5	8
CCn1ncc(N(C)N)c(Cl)c1=O	1.1	8	0.93	0	-6	7	2	-8	-2
COc1ccc(-c2nc(C#N)c(N3CCC(C(N)=O)CC3)o2)cc1OC	0.82	4	1	-3	0	-4	0	18	-3
CN(Cc1ccccc1C#N)S(=O)(=O)c1cccs1	0.99	27	1.1	0	-3	-12	1	1	3
Cc1cc(=O)oc2cc(OCC(=O)NCCCN3CCOCC3)ccc12	1.3	-10	0.92	-3	-9	8	2	-28	-6
Cc1ccccc1C(OCCN(C(C)C)C(C)C)c1ccccc1 (configuration not stated)	1	14	1.1	0	-5	-5	1	-5	-2
O=C(CC1SC(=NCC2CCCO2)NC1=O)Nc1cc([N+](=O)[O-])ccc1Cl (configuration not stated)	0.92	1	0.92	-4	-7	8	2	8	-2
N[C@@H](Cc1ccc(O)c(I)c1)C(=O)O	1.1	9	1.1	-3	-6	-10	nt	-8	3
CC(C)[C@H](NC(=O)C1CCN(S(=O)(=O)c2ccc(F)cc2)CC1)C(=O)N1CCCC1	0.87	3	0.93	2	1	7	1	13	3
COc1ccc(S(=O)(=O)N2CCC(C(=O)Nc3cccc(C(C)=O)c3)CC2)cc1	0.95	-1	1.1	-4	-5	-7	3	5	1
CSc1ccc(C(=O)C2CCCN(C(=O)c3ccc4c(c3)no[n+]4[O-])C2)cc1 (configuration not stated)	0.85	9	0.86	-1	-4	14	1	15	3
COc1ccccc1CNC(=O)[C@@H](NC(=O)C1CCN(C(=O)[C@@H]2CCCN2)CC1)C(C)C	1	15	0.93	0	-2	7	3	-1	-2
Cc1cc(Nc2c(C#N)c(N)nn2C)ccc1F	0.84	3	1	-1	1	-3	3	16	-1
O=C(NCc1ccco1)c1noc2c1CCCC2	0.89	2	1	2	-3	-2	4	12	-1
Cc1c(C)c2cc(Cl)c(OC(C)C(=O)NCCN3CCOCC3)cc2oc1=O (configuration not stated)	1.1	-5	1	-3	-3	0	1	-9	-3
CC(=O)N1CCc2cc(S(=O)(=O)CCC(=O)NCc3cccs3)ccc21	1.1	11	1.1	-2	-7	-12	0	-9	-8
CC(C)(C)NC(=O)c1nn(Cc2ccccc2)c(=O)c2ccccc12	0.9	4	0.92	1	15	8	-1	10	3
Cc1ccc(C(=O)Oc2ccc(-c3nccc(-c4ccccn4)n3)cc2)cc1	1.6	16	0.95	-2	-7	5	2	-57	-3
Cc1cccc(NC(=O)CCNC(=O)c2ccccc2)c1	0.91	16	0.88	-3	-3	12	-1	9	-2
COc1ccc(C(=O)N(Cc2sccc2C)C2CCS(=O)(=O)C2)cc1 (configuration not stated)	0.99	5	1.1	0	-7	-5	2	1	-6
N#C/C(=C/c1cccc(C(F)(F)F)c1)c1nc(CCN2C(=O)c3ccccc3C2=O)cs1	0.92	-6	0.86	-2	-5	14	1	8	1
CN(C)/C=C(/C(=O)c1ccc(Cl)c(Cl)c1)c1nnnn1-c1ccccc1	1.3	12	1	-4	-1	-4	1	-28	1
N=C1C(c2ccccc2)=C(O)CN1c1ccc2c(c1)OCO2	1.1	22	1	-2	-5	-4	1	-5	-3
CCCn1c(N)c(C(=O)CN(C)CC(=O)Nc2ccccc2CC)c(=O)[nH]c1=O	1.1	2	0.94	-3	-5	6	-2	-7	-3
O=C(OCc1ccco1)c1cccnc1	1	-5	1	0	-5	-3	3	-4	4
COc1ccc(-c2noc(CN(C)C(=O)c3ccc4c(c3)OCO4)n2)cc1	0.92	19	0.94	0	-9	6	-2	8	-1
CCCc1cc(=O)c2c(O)ccc(OC)c2o1	0.88	6	1.1	-2	-6	-8	1	12	-3
CN(CC(=O)O/N=C(\N)c1cccc([N+](=O)[O-])c1)S(=O)(=O)c1ccccc1	0.89	9	0.93	2	-5	7	-1	11	-2
COc1ccc(C(=O)ON=C2C=C(C)C(=O)C(C)=C2)cc1	1	-6	1	0	-4	-4	6	0	-4
CCCCOCP(=O)(CCCC)COCCCC	1.1	9	1.2	0	-8	-19	1	-10	-1
CCc1cc(OCCCSc2nc(C)cc(=O)[nH]2)ccc1Cl	0.78	22	0.93	-3	-3	7	0	22	1
O=C(CN1C(=O)c2ccccc2S1(=O)=O)NCCSC1CCCCC1	1.1	10	0.96	0	3	4	2	-13	4
COCCn1c(N)c(C(=O)OCc2ccccc2)c2nc3ccccc3nc21	1.1	15	1	0	-7	-1	-87	-9	-2
O=c1cc(-c2ccc(O)cc2)oc2cc(O)c([C@@H]3O[C@H](CO)[C@@H](O)[C@H](O)[C@H]3O)c(O)c12	0.89	-13	0.97	-2	-2	3	1	11	-2
O=C(CCCOc1ccc(Cl)cc1)Nc1ccc(N2CCOCC2)cc1	0.94	7	0.91	-3	-5	9	2	6	-4
COc1ccc(NC(=O)CC(c2ccc(F)cc2)c2ccc(OC(C)C)cc2)cc1 (configuration not stated)	1.1	10	1.3	-1	-3	-28	0	-7	2
O=C(Nc1cccc(Cl)c1)C1CCCCC1	0.99	50*	1	-1	-11	-1	1	1	-2
CS(=O)(=O)Nc1cccc(C2=NN(C(=O)c3ccco3)C(c3ccco3)C2)c1 (configuration not stated)	1.1	10	0.91	1	-2	9	1	-11	5
Cc1cc(N/C=C(\C#N)S(=O)(=O)c2ccccc2Cl)nc(C)n1	1.1	17	0.95	3	-1	5	-3	-8	-1
COCc1cc(=O)[nH]c(/N=C(\N)Nc2ccc(Cl)c(Cl)c2)n1	1	0	1.1	2	-6	-7	1	-2	-2
N#Cc1cnc(Nc2ccc(F)cc2)nc1N	1.1	30	1.1	-1	-9	-8	0	-10	-6
COc1ccc(S(=O)(=O)N2CCN(Cc3cc(OC)c(OC)c(OC)c3)CC2)cc1	1	15	0.93	-2	-10	7	0	-4	-7
S=C(Nc1ccccc1Cl)N1CCCC(c2ccccc2)=N1	1.2	-2	1	-5	-11	-1	1	-17	-5
COC(=O)C(C)Oc1ccc(Cl)c(CN2OCC(C)(C)C2=O)c1 (configuration not stated)	1.1	13	0.99	-1	-5	0	0	-12	-2
O=C(CSc1c[nH]c2ccccc12)NCC1CCCO1 (configuration not stated)	1.1	1	1.1	-2	-3	-6	0	-12	-5
O=C(CN1CCN(c2ccccc2O)CC1)Nc1ccc2c(c1)CCC2	0.96	10	1.1	1	-9	-7	-2	4	-2
CN(CC(=O)Nc1ccccc1C(F)(F)F)C(=O)C1=COCCO1	1.1	8	0.95	0	-6	5	1	-6	-2
(more compounds)
SMILES	hIAP act	NALP3 yeast inh	mIAP activ	MIN6 prolif	APOBEC3G inh	mIAP inh	SENP1 FRET inh	hIAP block	A3A deaminase
CCc1ccc(NC(=O)c2ccc(F)c(S(=O)(=O)N(CC)c3ccccc3)c2)cc1	0.89	4	0.95	-2	0	5	2	11	1
Cc1nc(COC(=O)c2ccc(CO)cc2)cs1	1.1	24	0.94	-4	-2	6	1	-5	2
CC(NC(=O)CSc1ncccc1C(=O)O)C1CC2CCC1C2 (configuration not stated)	0.99	0	1	-1	-5	-4	2	1	3
CCOC(=O)c1cnn(-c2nc(OC)cc(OC)n2)c1C(F)(F)F	1.1	-11	0.97	0	-2	3	2	-10	0
O=c1[nH]c2c(cnn2-c2ccc(Cl)cc2)c(=O)n1-c1cccc(Cl)c1	1	-2	1	-3	-2	-4	1	-2	1
Cc1cc(C)nc(SCCCNCc2ccc(Br)cc2)n1	1.3	25	1	-4	0	-2	0	-29	0
Cc1nn(C)c(C)c1CCC(=O)N1CCCC(C(=O)c2cccc(OC(C)C)c2)C1 (configuration not stated)	1.1	-1	0.96	0	-4	4	1	-7	-3
CC(C)(C(=O)Nc1nccs1)c1ccccc1	1.1	2	1.1	-3	4	-9	0	-8	2
Cc1cc(C)cc(OCc2nnc(SCC(=O)c3ccccc3)o2)c1	1	3	0.96	-1	1	4	2	-4	1
CCOCc1nnc(NC(=O)CS(=O)(=O)c2ccc(C)cc2)s1	0.95	-1	0.99	-1	-10	0	-2	5	-5
COc1ccc([N+](=O)[O-])cc1C(=O)C(=O)c1ccccc1	1.2	-1	0.96	-1	0	4	4	-19	-7
COc1ccc(Br)cc1CNC(=O)CCCc1cn(C)c2ccccc12	0.97	35	1.3	-4	0	-27	-1	3	0

Bioassay records as filed in PubChem BioAssay.

These rows are one share of the data. The share of hits here may be higher or lower than overall.
